Screens deposited in PubChem by Sanford-Burnham Center for Chemical Genomics.
UBC13 polyUb: inhibitors of human UBC13 polyubiquitin chain formation; P61088; TR-FRET; inhibition, % at 20 µM; 0.47% of 330,000 active; in the data active means inhibition above about 45%, passing the limit was not always enough
Target sequence (P61088 whole entry, looked up): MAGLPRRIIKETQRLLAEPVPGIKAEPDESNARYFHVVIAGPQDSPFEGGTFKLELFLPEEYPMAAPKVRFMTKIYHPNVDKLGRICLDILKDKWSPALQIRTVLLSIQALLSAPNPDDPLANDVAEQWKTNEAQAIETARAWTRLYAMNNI
SENP8 block-1: inhibitors of human SENP8 protease | inhibition, % at 10 µM | 1.2% of 330,000 active | AID 2540 | Q96LD8 | purified SENP8, Z-RLRGG-aminoluciferin cleavage, luminescence; in the data active means inhibition above about 50%
SENP6 inh: SENP6 protease inhibition; Q9GZR1; Recombinant SENP6 catalytic domain, aminoluciferin luminescence; inhibition, % at 10 µM; 1.8% of 330,000 active; AID 2599;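 active means inhibition above about 50% at the single tested dose, limit read from the data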;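 further: plate controls were DMSO wells with enzyme for no effect and DMSO wells lacking enzyme for full effect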
SENP7 block: SENP7 protease inhibition. recombinant SENP7, Z-RLRGG-aminoluciferin luminescence, 40 min. Q9BQF6. 1.5% of 330,000 active. inhibition, % at 5 µM;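 active means inhibition above about 50% at the single test dose, limit read from the data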;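 further: plate controls were DMSO with enzyme for no effect and no enzyme buffer wells for full effect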
Target sequence (Q9BQF6 706-1050 limits assumed): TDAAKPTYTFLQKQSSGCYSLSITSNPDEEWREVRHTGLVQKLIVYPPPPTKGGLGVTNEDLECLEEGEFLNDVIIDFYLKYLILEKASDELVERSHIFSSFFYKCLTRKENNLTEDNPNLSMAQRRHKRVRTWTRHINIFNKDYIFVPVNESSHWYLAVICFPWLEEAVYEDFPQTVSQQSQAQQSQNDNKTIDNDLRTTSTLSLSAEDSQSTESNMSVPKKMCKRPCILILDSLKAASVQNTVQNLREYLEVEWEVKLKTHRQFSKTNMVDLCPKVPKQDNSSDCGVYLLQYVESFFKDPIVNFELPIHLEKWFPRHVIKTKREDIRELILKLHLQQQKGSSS
SENP8 block-2: inhibitors of human SENP8 protease; Q96LD8; recombinant SENP8, Nedd8 substrate fluorescence; inhibition, % at 20 µM; 0.64% of 360,000 active; AID 602440; in the data active means inhibition mostly above about 40%, no sharp cut-off; inactive means mostly below about 27%
A3G deaminase: APOBEC3G (human) deaminase inhibition; Q9HC16; recombinant A3G, ssDNA deamination FAM/TAMRA fluorescence; inhibition, % at 20 µM; 0.28% of 330,000 active; AID 493012;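 active means inhibition of at least 40% at 20 µM, with no more than 30% in the related APOBEC3A deaminase screen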;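 further: plate controls were DMSO wells with A3G for no effect and wells lacking A3G enzyme for full effect; some compounds called inactive have numbers as strong as hits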
Target sequence (Q9HC16 whole entry, looked up): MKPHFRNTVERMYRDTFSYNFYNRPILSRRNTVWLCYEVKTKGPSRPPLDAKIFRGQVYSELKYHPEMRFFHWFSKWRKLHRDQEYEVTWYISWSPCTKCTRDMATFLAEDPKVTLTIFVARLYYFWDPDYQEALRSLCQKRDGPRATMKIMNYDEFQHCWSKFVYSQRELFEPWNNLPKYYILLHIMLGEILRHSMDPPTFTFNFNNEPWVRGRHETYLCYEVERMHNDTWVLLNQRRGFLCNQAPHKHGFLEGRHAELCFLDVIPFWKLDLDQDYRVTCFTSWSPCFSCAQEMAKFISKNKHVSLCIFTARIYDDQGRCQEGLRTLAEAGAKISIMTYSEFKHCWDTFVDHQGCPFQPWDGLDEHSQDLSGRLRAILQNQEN
SENP1 inh: inhibitors of human SENP1 SUMO protease catalytic domain | Q9P0U3 | recombinant SENP1 catalytic domain, CyPet-SUMO1-YPet FRET cleavage | inhibition, % at 10 µM | 0.21% of 360,000 active | AID 624204;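 active means inhibition at least 30% at 10 µM, raw YFP signal under a set limit, fluorescence ratio 0.5 to 1.5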;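 further: 0% = enzyme with DMSO and 100% = no enzyme wells; some results filed as inactive read as strong as hits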
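Test system: hSENP1 catalytic domain, recombinant; Amount: 20 pM final SENP1 enzyme; Medium: Tris pH 8 buffer plus EDTA, NaCl, BME, BSA, NP40, catalase; Schedule: 50 min enzyme reaction, room temperature, light-protected; Technique: FRET fluorescence in CFP and YFP emission channels; Controls: no-enzyme wells low, DMSO-plus-enzyme wells high control.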
Apaf1 inhib: inhibitors of human Apaf-1 apoptosome; inhibition, % at 20 µM; O14727; reconstituted apoptosome caspase-3 activity, DEVD-Rh110 fluorescence; 0.71% of 330,000 active; active means inhibition of at least 40% at 20 µM;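 further: plate controls were DMSO wells for no effect and DEVD-CHO caspase inhibitor wells for full effect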
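System: Apoptosome proteins | Medium: Hepes pH 7.5 with detergent and BSA | Also added: Cytochrome c trigger plus (Z-DEVD)2-Rh110 caspase-3 substrate | Incubation: 30 min compound preincubation, 50 min activation, room temperature | Detection: Rhodamine 110 fluorescence at Ex 480/Em 540 nm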
* marks the source's active call; other numbers are inactive results. Hits appear at their usual frequency; about 3.6% have a hit in one of these screens.

Start of the data: the first 4 records as a preview:
For Cc1nc(SCC(=O)Nc2ccc(N3CCOCC3)cc2)nc(C)c1C the results were UBC13 polyUb -1, SENP8 block-1 5, SENP6 inh -14, SENP7 block 9, SENP8 block-2 16, A3G deaminase -2, SENP1 inh 2 and Apaf1 inhib 9.
Screening COc1ccccc1C(C)NCC(=O)NCC(=O)Nc1ccc(F)c(F)c1F (stereo unspecified) returned UBC13 polyUb 0, SENP8 block-1 1, SENP6 inh 9, SENP7 block -6, SENP8 block-2 9, A3G deaminase -3, SENP1 inh 1 and Apaf1 inhib -1.
Screening COC(=O)C1=C(C)N(C)C(=O)/C1=C\c1ccco1 returned UBC13 polyUb -21, SENP8 block-1 3, SENP6 inh 8, SENP7 block 5, SENP8 block-2 28, A3G deaminase -3, SENP1 inh 4 and Apaf1 inhib 4.
Screening CN1CCN(c2ccc(NC(=O)COc3ccc4ccccc4c3)cc2)CC1 returned UBC13 polyUb 8, SENP8 block-1 -5, SENP6 inh -13, SENP7 block 6, SENP8 block-2 6, A3G deaminase 1, SENP1 inh 1 and Apaf1 inhib 9.

All compounds of this part, from the start:
For Cc1nc(SCC(=O)Nc2ccc(N3CCOCC3)cc2)nc(C)c1C the results were UBC13 polyUb -1, SENP8 block-1 5, SENP6 inh -14, SENP7 block 9, SENP8 block-2 16, A3G deaminase -2, SENP1 inh 2 and Apaf1 inhib 9.
Screening COc1ccccc1C(C)NCC(=O)NCC(=O)Nc1ccc(F)c(F)c1F (stereo unspecified) returned UBC13 polyUb 0, SENP8 block-1 1, SENP6 inh 9, SENP7 block -6, SENP8 block-2 9, A3G deaminase -3, SENP1 inh 1 and Apaf1 inhib -1.
Screening COC(=O)C1=C(C)N(C)C(=O)/C1=C\c1ccco1 returned UBC13 polyUb -21, SENP8 block-1 3, SENP6 inh 8, SENP7 block 5, SENP8 block-2 28, A3G deaminase -3, SENP1 inh 4 and Apaf1 inhib 4.
Screening CN1CCN(c2ccc(NC(=O)COc3ccc4ccccc4c3)cc2)CC1 returned UBC13 polyUb 8, SENP8 block-1 -5, SENP6 inh -13, SENP7 block 6, SENP8 block-2 6, A3G deaminase 1, SENP1 inh 1 and Apaf1 inhib 9.
`Cc1cc(C(F)F)n2nc(C(=O)Nc3ccccc3F)nc2n1` gave UBC13 polyUb 5, SENP8 block-1 -11, SENP6 inh -22, SENP7 block 11, SENP8 block-2 22, A3G deaminase -6, SENP1 inh 1 and Apaf1 inhib 3.
`CCCCCC(=O)Nc1cccc(S(=O)(=O)NC2=NCCCCC2)c1` gave UBC13 polyUb -7, SENP8 block-1 -9, SENP6 inh -11, SENP7 block -11, SENP8 block-2 8, A3G deaminase -1, SENP1 inh 1 and Apaf1 inhib 3.
For O=C1CN(S(=O)(=O)c2ccccc2)c2ccccc2N1 the results were UBC13 polyUb 16, SENP8 block-1 1, SENP6 inh -21, SENP7 block 3, SENP8 block-2 16, A3G deaminase -16, SENP1 inh -1 and Apaf1 inhib -15.
Screening CC(C)(C)OC(=O)C[C@@H]1C/C=C\C[C@@H](CC(=O)N[C@H](CO)Cc2ccccc2)C(=O)N2CCC[C@H]2COC1=O returned UBC13 polyUb 6, SENP8 block-1 1, SENP6 inh -5, SENP7 block 0, SENP8 block-2 11, A3G deaminase -7, SENP1 inh 1 and Apaf1 inhib -2.
Cc1ccccc1NC(=S)NC(C)C(c1cccs1)N1CCOCC1 (stereo unspecified) was read as UBC13 polyUb -5, SENP8 block-1 -6, SENP6 inh -16, SENP7 block 15, SENP8 block-2 0, A3G deaminase 2, SENP1 inh 3 and Apaf1 inhib 10.
Screening Cc1[nH]nc(SCC(=O)NCc2ccccc2)c1[N+](=O)[O-] returned UBC13 polyUb 5, SENP8 block-1 -5, SENP6 inh 5, SENP7 block -1, SENP8 block-2 9, A3G deaminase -9, SENP1 inh -1 and Apaf1 inhib -12.
For CCNC(=O)N(CC)C[C@H]1N[C@@](Cc2ccccc2)(C(=O)OC)[C@H]2C(=O)N(Cc3ccccc3)C(=O)[C@@H]12 the results were UBC13 polyUb 7, SENP8 block-1 5, SENP6 inh 5, SENP7 block 9, SENP8 block-2 3, A3G deaminase -1, SENP1 inh 5 and Apaf1 inhib -1.
For COc1ccc(N(CC(=O)NC2CCCCCC2)S(=O)(=O)c2ccccc2)cc1Cl the results were UBC13 polyUb -3, SENP8 block-1 -10, SENP6 inh -15, SENP7 block -7, SENP8 block-2 1, A3G deaminase -7, SENP1 inh 1 and Apaf1 inhib 16.
`CCOc1ccc(S(=O)(=O)N2CCC(C(=O)OCc3ccc(OC)cc3)CC2)cc1` gave UBC13 polyUb -2, SENP8 block-1 -5, SENP6 inh -11, SENP7 block 7, SENP8 block-2 12, A3G deaminase -7, SENP1 inh 1 and Apaf1 inhib 20.
`CC(Sc1nc(N)cc(=O)[nH]1)C(=O)Nc1nc2c(s1)CCCC2` (stereo unspecified) gave UBC13 polyUb 6, SENP8 block-1 7, SENP6 inh -15, SENP7 block 0, SENP8 block-2 11, A3G deaminase -11, SENP1 inh 2 and Apaf1 inhib 0.
CCOC(=O)[C@@H]1[C@H]2COc3ccc(Br)cc3[C@@H]2N2C(=O)N(c3cccc(Cl)c3)C(=O)[C@@]12C was read as UBC13 polyUb 0, SENP8 block-1 1, SENP6 inh -3, SENP7 block 0, SENP8 block-2 -128, A3G deaminase -7, SENP1 inh 2 and Apaf1 inhib 12.
`COc1ccc(CNC(=O)CSc2ncn[nH]2)cc1OC` gave UBC13 polyUb -1, SENP8 block-1 -3, SENP6 inh -18, SENP7 block 5, SENP8 block-2 2, A3G deaminase 14, SENP1 inh 1 and Apaf1 inhib 2.
`Cc1cccc(-c2nc(CNC(=O)c3ccco3)cs2)c1` gave UBC13 polyUb 7, SENP8 block-1 -2, SENP6 inh 8, SENP7 block 10, SENP8 block-2 2, A3G deaminase -5, SENP1 inh -4 and Apaf1 inhib 0.
CSc1nnc(-c2sccc2-n2cccc2)o1 was read as UBC13 polyUb -4, SENP8 block-1 -1, SENP6 inh -8, SENP7 block 7, SENP8 block-2 1, A3G deaminase 13, SENP1 inh 4 and Apaf1 inhib -2.
For CCN1CCN(c2nc(N)c([N+](=O)[O-])c(Nc3ccc(C)cc3)n2)CC1 the results were UBC13 polyUb 6, SENP8 block-1 -5, SENP6 inh -5, SENP7 block -2, SENP8 block-2 9, A3G deaminase -2, SENP1 inh 2 and Apaf1 inhib -2.
O=C(CN1C(=O)/C(=C/c2ccccc2)SC1=S)NC1C=CS(=O)(=O)C1 (stereo unspecified) was read as UBC13 polyUb -15, SENP8 block-1 -13, SENP6 inh 4, SENP7 block -3, SENP8 block-2 15, A3G deaminase -6, SENP1 inh 2 and Apaf1 inhib -4.
For COc1cc(-c2noc(C)n2)cc(OC)c1OC the results were UBC13 polyUb 1, SENP8 block-1 -5, SENP6 inh -17, SENP7 block -10, SENP8 block-2 15, A3G deaminase -1, SENP1 inh 1 and Apaf1 inhib -5.
Cc1ccccc1C(=O)Nc1ccc2c(c1)CCCN2C(=O)c1cccs1 was read as UBC13 polyUb -4, SENP8 block-1 38, SENP6 inh 45, SENP7 block 31, SENP8 block-2 13, A3G deaminase -6, SENP1 inh 2 and Apaf1 inhib 10.
COCC(=O)N1CCC(Oc2ccc(C(=O)NCc3cnc(C)cn3)cc2)CC1 was read as UBC13 polyUb 7, SENP8 block-1 -2, SENP6 inh -14, SENP7 block -3, SENP8 block-2 5, A3G deaminase -3, SENP1 inh 2 and Apaf1 inhib -14.
Screening S=c1[nH]ccn1Cc1ccccc1 returned UBC13 polyUb -8, SENP8 block-1 -2, SENP6 inh 2, SENP7 block 6, SENP8 block-2 3, A3G deaminase 29, SENP1 inh 1 and Apaf1 inhib -8.
`N#CC1(NC(=O)CN2C(=O)c3ccccc3C2=O)CCCCC1` gave UBC13 polyUb -9, SENP8 block-1 -9, SENP6 inh 14, SENP7 block -2, SENP8 block-2 20, A3G deaminase -6, SENP1 inh 1 and Apaf1 inhib 9.
CCCN1C2=NCCCN2c2ccccc21 was read as UBC13 polyUb -3, SENP8 block-1 -7, SENP6 inh -19, SENP7 block 2, SENP8 block-2 11, A3G deaminase -4, SENP1 inh 2 and Apaf1 inhib -14.
O=C(Nc1ccc(Cl)cc1)c1ccc(CN2CCc3ccccc3C2)cc1 was read as UBC13 polyUb 2, SENP8 block-1 -2, SENP6 inh 14, SENP7 block 11, SENP8 block-2 47*, A3G deaminase -7, SENP1 inh -2 and Apaf1 inhib 12.
`CO[C@H]1CC[C@@]2(C)[C@@H](CC[C@@H]3[C@@H]2CC[C@@]2(C)[C@H]3C[C@H](C(=O)O)O[C@]23CCCO3)C1` gave SENP7 block -15, SENP8 block-2 8, A3G deaminase 0, SENP1 inh 2 and Apaf1 inhib 16.
`C=CCN(CC=C)C(=O)COn1nnc2ccc(S(=O)(=O)N3CCOCC3)cc21` gave UBC13 polyUb 0, SENP8 block-1 12, SENP6 inh 1, SENP7 block 0, SENP8 block-2 6, A3G deaminase 0, SENP1 inh -1 and Apaf1 inhib 3.
Screening Cc1ccc(S(=O)(=O)N(C)C)cc1NC(=O)C1CCC1 returned UBC13 polyUb -4, SENP8 block-1 6, SENP6 inh 0, SENP7 block 6, SENP8 block-2 12, A3G deaminase 5, SENP1 inh 1 and Apaf1 inhib -22.
COCCN1C=C2C(=O)C(C)(OC(=O)C3CCCC3)C(=O)C=C2C=C1c1ccsc1 (stereo unspecified) was read as UBC13 polyUb -47, SENP8 block-1 0, SENP6 inh 22, SENP7 block 18, SENP8 block-2 -32, A3G deaminase -6, SENP1 inh -54 and Apaf1 inhib 39.
Screening CS(=O)(=O)c1ccc2nc(NC(=O)Nc3ccccc3F)sc2c1 returned UBC13 polyUb 11, SENP8 block-1 6, SENP6 inh 33, SENP7 block 72*, SENP8 block-2 -7, A3G deaminase -2, SENP1 inh 0 and Apaf1 inhib -6.
O=C(Cn1ccc([N+](=O)[O-])n1)N1CCCCCC1 was read as UBC13 polyUb -8, SENP8 block-1 -5, SENP6 inh -13, SENP7 block -4, SENP8 block-2 13, A3G deaminase 0, SENP1 inh 2 and Apaf1 inhib 4.
`O=C(CSc1nnnn1-c1cccnc1)NCc1cccs1` gave UBC13 polyUb 12, SENP8 block-1 8, SENP6 inh 8, SENP7 block 4, SENP8 block-2 4, A3G deaminase 2, SENP1 inh -1 and Apaf1 inhib -5.
CNC(=O)c1sc(=S)n(-c2ccc(OC)cc2)c1N was read as UBC13 polyUb 4, SENP8 block-1 1, SENP6 inh -2, SENP7 block 0, SENP8 block-2 29, A3G deaminase 0, SENP1 inh 0 and Apaf1 inhib 0.
Cc1ccc(CNC(C)(C)CO)cc1 was read as UBC13 polyUb 9, SENP8 block-1 7, SENP6 inh 5, SENP7 block 5, SENP8 block-2 10, A3G deaminase -4, SENP1 inh 2 and Apaf1 inhib -4.
`CC(=O)c1cccc(NC(=O)C(C)OC(=O)c2ccc(Br)o2)c1` (stereo unspecified) gave UBC13 polyUb 10, SENP8 block-1 3, SENP6 inh 2, SENP7 block -5, SENP8 block-2 -2, A3G deaminase -3, SENP1 inh 2 and Apaf1 inhib -7.
For O=C(COc1ccccc1)Nc1c(C(=O)N2CCC(N3CCCCC3)CC2)oc2ccccc12 the results were UBC13 polyUb 10, SENP8 block-1 3, SENP6 inh 6, SENP7 block -3, SENP8 block-2 16, A3G deaminase -2, SENP1 inh 0 and Apaf1 inhib 1.
COC(=O)C1CCN(C(=O)N2CCOCC2)CC1 was read as UBC13 polyUb 2, SENP8 block-1 6, SENP6 inh -26, SENP7 block 5, SENP8 block-2 0, A3G deaminase 0, SENP1 inh -1 and Apaf1 inhib -6.
C[N+](C)(CC#N)C/C=C\c1ccccc1 was read as UBC13 polyUb -2, SENP8 block-1 -14, SENP6 inh -8, SENP7 block 0, SENP8 block-2 5, A3G deaminase -10, SENP1 inh 1 and Apaf1 inhib 7.
